Tat export inh – E. coli Tat export inhibitors, primary screen, MC4100, TorA-mCherry reporter, fluorescence, single point; 340,000 compounds, 0.036% hits; inhibition, % at 10 µM;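 active = mean replicate inhibition at least 50% and at least half of replicates individually reaching 50%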;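 note: exported cargo escapes ClpAP degradation while cytoplasmic cargo is degraded and loses fluorescence; 0% = median of neutral control wells and 100% = median of NaSCN control wells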
Rtt109 Vps75 – inhibitors of C. albicans Rtt109/Vps75 HAT, primary screen, biochemical, ThioGlo CoA-SH fluorescence, plate reader; 330,000 compounds, 0.16% hits; AID 540336, 2011; Histone acetyltransferase RTT109 (Candida albicans (strain SC5314 / ATCC MYA-2876)), …; purified Rtt109/Vps75, 4 h; inhibition, % at 34.9 µM;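 active = inhibition of at least 50% in every replicate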
MITF TRPM1 HTS – activators of MITF-driven TRPM1 promoter reporter, primary screen, cell-based, SK-MEL-5, luciferase, single point | SK-MEL-5 TRPM1-promoter luciferase, 24 h; % of positive control, neutral wells = 0 | 300,000 compounds, 0.75% hits | AID 588334, 2011 | activation, % at 12.5 µM;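 active = mean activation of at least 80% with every replicate also reaching 80%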;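 note: 0% = neutral control wells and 100% = parthenolide positive control wells; values of inactives mirror those of a sister screen read the other way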
CAL PDZ FP-1 – CAL PDZ peptide-binding inhibitors, primary screen, biochemical, fluorescence polarization, Cer-tagged CAL PDZ, HTS; AID 504414, 2011; purified CAL PDZ, TMR-peptide fluorescence polarization, 1 h; inhibition, % at 20 µM; 330,000 compounds, 0.02% hits; Golgi-associated PDZ and coiled-coil motif-containing protein (Homo sapiens), Q9HD26;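 active = highest replicate inhibition of at least 40%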;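 note: plate controls were DMSO neutral control wells for no effect and unlabeled competitor peptide control wells for full effect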
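Material: tagged CAL PDZ protein CerCALP, purified; buffer or medium: sodium phosphate/NaCl buffer pH 7.4 with TCEP, IgG, Thesit; also added: fluorescent TMR peptide probe; schedule: 1 h incubation at room temperature before polarization reading; technique: fluorescence polarization from S- and P-plane intensities, G-factor corrected; control set: unlabelled peptide and DMSO controls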
dFosB act – activators of delta FosB homodimer, primary screen, biochemical, fluorescence polarization, TAMRA-CDK5 oligo, single point; Protein FosB (Mus musculus), P13346; purified delta FosB; percent of positive-control signal above neutral wells; activation, % at 25 µM; 340,000 compounds, 0.99% hits; AID 493131, 2011;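 active = mean activation above about 17%, with every replicate also reaching it, limit read from the data, passing the limit was not always enough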;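 note: fluorescence polarization rise as delta FosB binds a TAMRA Cdk5 AP-1 oligo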
Target sequence (P13346 whole entry, looked up): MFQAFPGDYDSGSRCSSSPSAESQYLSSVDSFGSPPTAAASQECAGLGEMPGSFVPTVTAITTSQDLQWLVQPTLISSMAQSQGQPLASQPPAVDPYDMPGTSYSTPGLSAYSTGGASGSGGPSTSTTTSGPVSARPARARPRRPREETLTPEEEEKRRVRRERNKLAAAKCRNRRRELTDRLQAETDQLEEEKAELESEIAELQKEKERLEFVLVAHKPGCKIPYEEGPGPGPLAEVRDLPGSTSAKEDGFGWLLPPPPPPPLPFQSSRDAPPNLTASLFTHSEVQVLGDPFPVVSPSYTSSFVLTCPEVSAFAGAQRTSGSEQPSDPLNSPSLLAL
V-ATPase pHluor – regulators of yeast V-ATPase proton pumping, primary screen, pHLuorin cytosolic pH fluorescence | S. cerevisiae | response, % at 10 µM | 350,000 compounds, 0.37% hits; in the data active = response mostly above about 7.3%, no sharp cut-off; inactive = mostly below about 5.4%; note: actives read high; inactives centre near 0; some compounds called inactive have numbers as strong as hits
CAL PDZ FP-2 – untagged CAL PDZ binding inhibitors, primary screen, biochemical, fluorescence polarization, HTS | AID 602252, 2012 | 300,000 compounds, 0.92% hits | inhibition, % at 24.9 µM | Golgi-associated PDZ and coiled-coil motif-containing protein (Homo sapiens), Q9HD26 | purified CAL PDZ, TMR-peptide fluorescence polarization, 1 h;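 active = mean inhibition of at least 30% with at least half of replicates also reaching 30%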;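 note: 0% = DMSO neutral control and 100% = excess unlabeled competitor peptide PRC23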
cardiac RTF act – cardiac RTF calcium sensitivity activators, primary screen, biochemical, IANBD-TnC fluorescence, EC20 calcium. 340,000 compounds, 0.24% hits. AID 493008, 2010. Troponin I, cardiac muscle (Homo sapiens) + Troponin T, cardiac muscle (Homo sapiens) + …. IANBD-labeled TnC RTF fluorescence at EC20 calcium; 0% EC20 calcium, 100% full calcium. activation, % at 7.2 µM;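 active = activation above the mean over all tested compounds plus 3 SD, cut at about 30% in these data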;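 note: rise in fluorescence read as greater calcium sensitivity of cardiac thin filaments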
Wnt bcat act – Wnt/beta-catenin pathway activators, primary screen, cell-based, plate reader, single point. Wnt/beta-catenin reporter cell assay, activator. 300,000 compounds, 1.2% hits. AID 743398, 2014. activation, % at 9.35 µM; in the data active = activation above about 30%, passing the limit was not always enough;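 note: 0% = neutral control wells and 100% = positive control wells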
CDK5 inh – inhibitors of human CDK5/p35 kinase, primary screen, biochemical, single concentration | Cyclin-dependent kinase 5 (Homo sapiens) + Cyclin-dependent kinase 5 activator 1 (Homo … | inhibition, % at 10 µM | AID 488839, 2010 | Recombinant CDK5/p35, ADP-Glo luminescence, 60 min | 330,000 compounds, 0.01% hits;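 active = highest replicate inhibition of at least 50% and at least 75% of replicates reaching 50%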;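 note: plate controls were DMSO neutral control for no effect and GW8510 at 10 µM for full effect; many of its hits are not listed in these tables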
Target sequence (Q00535 whole entry, looked up): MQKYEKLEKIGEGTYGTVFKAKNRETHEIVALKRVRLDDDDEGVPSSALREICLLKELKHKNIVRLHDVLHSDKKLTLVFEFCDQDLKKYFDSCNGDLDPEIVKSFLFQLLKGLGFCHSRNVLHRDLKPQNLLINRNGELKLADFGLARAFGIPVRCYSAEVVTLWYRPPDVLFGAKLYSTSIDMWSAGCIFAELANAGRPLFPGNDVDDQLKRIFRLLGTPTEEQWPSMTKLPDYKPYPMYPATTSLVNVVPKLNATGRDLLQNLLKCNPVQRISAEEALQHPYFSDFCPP
Target sequence (Q15078 whole entry, looked up): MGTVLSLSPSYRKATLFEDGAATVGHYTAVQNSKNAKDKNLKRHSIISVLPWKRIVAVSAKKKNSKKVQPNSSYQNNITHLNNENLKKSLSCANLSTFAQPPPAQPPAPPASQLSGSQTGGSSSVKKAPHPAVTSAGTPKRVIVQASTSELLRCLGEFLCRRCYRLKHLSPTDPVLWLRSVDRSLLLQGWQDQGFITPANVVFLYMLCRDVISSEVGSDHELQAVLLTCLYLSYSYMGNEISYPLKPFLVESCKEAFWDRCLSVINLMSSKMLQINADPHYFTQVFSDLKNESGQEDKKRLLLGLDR
An asterisk follows results filed as active; . = no result given.

SMILES | Tat export inh | Rtt109 Vps75 | MITF TRPM1 HTS | CAL PDZ FP-1 | dFosB act | V-ATPase pHluor | CAL PDZ FP-2 | cardiac RTF act | Wnt bcat act | CDK5 inh
CCCNC(=S)Nc1ccc2nc(-c3ccccn3)c(-c3ccccn3)nc2c1 | -1 | -166 | 9 | -1.7 | -6 | -2 | -5 | 5 | . | 0.8
O=C1CCCN1c1cc(Cl)ccc1Cl | -11 | -4 | . | -0.2 | 4 | 0 | -3 | -3 | . | -0.9
O=C(c1ccccn1)c1conc1C(=O)c1ccc(Br)cc1 | -14 | 5 | . | -2.5 | -5 | 1 | -4 | 2 | 5 | 2.3
S=C(Nc1ccccc1Cl)N(CCCN1CCOCC1)Cc1ccco1 | -1 | -1 | -5 | -0.7 | -10 | 3 | -3 | 6 | -6 | -0.8
O=C(NCc1ccccc1)c1cc(S(=O)(=O)N2CCC3(CC2)OCCO3)ccc1F | 0 | 13 | 2 | -0.3 | -3 | 7 | . | -8 | . | 0.8
Cc1cc2c(cc1C)N(Cc1ccc(Cl)cc1)C1=NCCCN12 | 10 | -1 | -51 | -1.2 | -2 | -5 | 5 | 6 | 0 | 1.0
CC(OC(=O)c1ccccc1C(=O)N(C)c1ccccc1)C(=O)Nc1ccc(C(N)=O)cc1 (stereo unspecified) | 0 | -11 | 8 | -2.6 | -7 | -6 | -4 | 5 | -4 | -2.2
CCCCOc1cccc(C2/C(=C(\O)c3ccc4c(c3)OCCO4)C(=O)C(=O)N2CCN2CCOCC2)c1 (stereo unspecified) | -4 | 17 | 19 | -2.7 | -7 | 0 | 1 | 2 | 0 | 0.0
C[C@H](CO)N1C[C@H](C)[C@@H](CN(C)S(C)(=O)=O)Oc2ccc(NC(=O)C3CC3)cc2C1=O | 2 | -5 | 6 | 0.5 | -4 | 1 | 3 | -1 | -1 | -3.4
Cc1cc(C(=O)COc2ccccc2[N+](=O)[O-])c(C)n1-c1cccc(S(=O)(=O)N2CCOCC2)c1 | -4 | -3 | -33 | -0.6 | -1 | -2 | -5 | 10 | . | 1.9
CCOC(=O)C1C(=O)CC(O)(c2ccccc2)CC1c1ccccc1 (stereo unspecified) | -8 | 6 | 5 | -0.3 | -6 | 1 | -2 | -2 | . | -0.9
O=C1N[C@@H](Cc2ccccc2)C(=O)N2[C@H]1C[C@]1(Br)c3ccccc3N(S(=O)(=O)c3ccccc3)[C@H]21 | 2 | -2 | 3 | -0.6 | -7 | -2 | -2 | 6 | -2 | -3.5
Cc1ccc2[nH]c(=O)c(-c3noc(C(C)C)n3)cc2c1 | -4 | -2 | -6 | -1.7 | -5 | -1 | . | 0 | 4 | 0.3
COc1ccc(-c2cnc3c(-c4ccc(F)cc4)cnn3c2N)cc1 | -3 | 4 | 59 | . | -11 | -32 | -3 | 2 | 43* | -1.4
NC(N)=NS(=O)(=O)c1ccc(N/C=C/C(=O)c2ccc(Cl)c(Cl)c2)cc1 | 14 | 0 | 23 | -0.3 | 46* | 0 | 1 | 6 | 2 | 0.0
Oc1ccc(C[C@H]2CNCCN2CCc2cc(C(F)(F)F)cc(C(F)(F)F)c2)cc1 | 3 | 10 | 4 | 0.2 | 11 | -2 | 0 | 7 | -1 | 0.3
O=C1CCCC2=C1C(c1cccs1)n1ncnc1N2 (stereo unspecified) | -7 | 4 | -1 | -1.1 | 3 | -4 | 17 | 2 | . | -11
COc1ccc(-c2[nH]nc3c2C(c2ccncc2)C(C#N)=C(N)O3)cc1 (stereo unspecified) | -3 | 9 | 0 | -0.2 | -3 | 5 | -1 | 3 | . | 1.8
COc1ccc(C(c2sc3ncnn3c2O)N2CCN(c3ccccc3F)CC2)cc1OC (stereo unspecified) | -3 | -12 | 2 | 0.4 | -14 | -4 | . | 3 | -2 | -1.1
Cc1cc(NC(=O)Cn2ccc([N+](=O)[O-])n2)no1 | -8 | -5 | 6 | 0.8 | -1 | -4 | 6 | 0 | -1 | 1.5

An excerpt from above in order of the dFosB act value, highest first.
SMILES | Tat export inh | Rtt109 Vps75 | MITF TRPM1 HTS | CAL PDZ FP-1 | dFosB act | V-ATPase pHluor | CAL PDZ FP-2 | cardiac RTF act | Wnt bcat act | CDK5 inh
Oc1ccc(C[C@H]2CNCCN2CCc2cc(C(F)(F)F)cc(C(F)(F)F)c2)cc1 | 3 | 10 | 4 | 0.2 | 11 | -2 | 0 | 7 | -1 | 0.3
O=C1CCCC2=C1C(c1cccs1)n1ncnc1N2 (stereo unspecified) | -7 | 4 | -1 | -1.1 | 3 | -4 | 17 | 2 | . | -11
COc1ccc(-c2cnc3c(-c4ccc(F)cc4)cnn3c2N)cc1 | -3 | 4 | 59 | . | -11 | -32 | -3 | 2 | 43* | -1.4

Next structures
SMILES | Tat export inh | Rtt109 Vps75 | MITF TRPM1 HTS | CAL PDZ FP-1 | dFosB act | V-ATPase pHluor | CAL PDZ FP-2 | cardiac RTF act | Wnt bcat act | CDK5 inh
O=C(O)c1ccc(OS(=O)(=O)c2ccc(Cl)s2)cc1 | -3 | 0 | 1 | -3.0 | -5 | -4 | -2 | 4 | -3 | -0.1
CCOC(=O)c1ccc(NC(=O)N2CCc3ccccc3C2)cc1 | -5 | 30 | 22 | -3.5 | -17 | 2 | 0 | -3 | 4 | 2.9
O=C(CN1CCN(c2cccc(C(F)(F)F)c2)CC1)Nc1cccc(C(F)(F)F)c1 | 3 | 3 | 4 | -0.9 | -2 | 4 | 0 | -1 | . | 0.7
O=C(Nc1ccccc1)N1CCN2C(=O)c3ccccc3C12c1ccccc1 (stereo unspecified) | 1 | -3 | -6 | -1.4 | -1 | -3 | 1 | 1 | . | -3.4
Cc1ccc(S(=O)(=O)c2ccc(C)cc2)cc1 | -4 | -9 | 10 | -0.9 | 2 | 5 | 7 | 2 | 0 | -0.5
Nn1c(Cc2ccccc2)n[nH]c1=S | -3 | -15 | 3 | -1.6 | -4 | 2 | 1 | 2 | -2 | 0.2
C=CCc1cc(Cl)ccc1OCCCNC(C)CC (stereo unspecified) | 2 | 1 | 2 | 0.4 | 3 | -1 | 1 | -3 | . | -0.2
COc1ccc(NC(=O)CCCCCN2C(=O)c3ccccc3C2=O)c(OC)c1 | 12 | -6 | . | 0.2 | -6 | -2 | -6 | 1 | -1 | 0.3
Cc1csc(NC(=O)c2cnccn2)n1 | 0 | -4 | . | -0.3 | 4 | -3 | -2 | 3 | . | 3.5
CC(=O)NS(=O)(=O)c1ccc(NC(=O)c2cc3c(=O)n4ccccc4nc3s2)cc1 | -6 | -7 | -10 | -2.1 | -29 | -2 | . | -3 | -2 | 0.3
Cc1ccccc1C(=O)c1cccn1CC(=O)NC1CCCC(C)C1C (stereo unspecified) | 39 | -2 | -3 | -3.3 | -14 | 1 | 2 | 3 | 0 | -3.9
O=C(Nc1cccc(S(=O)(=O)N2CCCCCC2)c1)C1=COCCO1 | 1 | 0 | 10 | -2.6 | 2 | 5 | 12 | -2 | 2 | 0.2
COc1ccc(NS(=O)(=O)c2csc(C(=O)N3CCCC3)c2)cc1 | -3 | -1 | -4 | -1.9 | -1 | 1 | 21 | -6 | 2 | .
CCOc1ccc(NC(=O)c2sc(NC(C)=O)c(C(=O)OC)c2C)cc1 | -3 | 4 | 8 | -0.2 | 4 | -3 | 4 | -1 | 1 | -0.6
CCC1(CC)C(=O)NN(c2ccccc2)C1=O | -2 | 3 | -5 | 0.2 | 3 | 3 | 1 | 4 | . | 2.5
CC1CCCN(C(=O)c2ccc(NS(=O)(=O)c3cccc([N+](=O)[O-])c3)cc2)C1 (stereo unspecified) | -8 | 0 | 0 | 0.0 | -7 | 0 | . | -1 | -6 | 0.6
Cc1ccc(Cn2cnc3sc4c(c3c2=O)CCC4)c(C)c1 | 2 | 5 | 11 | 0.2 | -6 | 2 | 0 | 1 | . | 0.2
O=C(C1CC1)N1N=C(c2cccc(Br)c2)CC1(O)C(F)(F)F (stereo unspecified) | 4 | -2 | -3 | -1.0 | -12 | 1 | -3 | 0 | 0 | 0.7
O=c1[nH]c2ccccc2c(=O)n1Cc1ccco1 | 7 | -10 | -3 | -1.3 | 4 | 0 | 1 | -7 | . | -2.3
CC(=O)c1ccc(N(C(=O)c2ccco2)C(C(=O)NC2CCCC2)c2ccc(N3CCOCC3)cc2)cc1 (stereo unspecified) | 0 | . | 7 | -1.5 | -5 | 1 | -1 | -9 | 5 | -4.0
O=C1CC(N2CCC(c3nc4ccccc4o3)CC2)C(=O)N1c1ccc(Cl)c(C(F)(F)F)c1 (stereo unspecified) | -5 | 0 | -1 | -2.1 | -13 | 2 | -2 | 1 | -17 | 0.5
O=C(Nc1cccc(-c2cn3ccccc3n2)c1)c1ccccc1 | -4 | 23 | 74 | -1.5 | -5 | 0 | 12 | 2 | 15 | -0.2
COc1ccc(-n2nc(C(=O)NCC(=O)N3CCN(C)CC3)c3ccccc3c2=O)cc1OC | -6 | -2 | 8 | 0.0 | 2 | 2 | -3 | -11 | . | -1.9
CCn1c(SC)nnc1-c1nn(-c2ccccc2)ccc1=O | 1 | 2 | 1 | 0.0 | -3 | 2 | . | -3 | -4 | 0.8
CC(=O)CCc1oc2ccc([N+](=O)[O-])cc2c1-c1ccc(C)o1 | -2 | -3 | 0 | -1.6 | -5 | 2 | 0 | -1 | -6 | -1.0
CN(c1ccc(C(=O)Nc2ccc(S(=O)(=O)N3CCCC3)cc2)cc1)S(C)(=O)=O | -4 | 7 | -20 | -2.4 | -6 | 2 | 6 | . | -2 | 0.3
Cc1ccc(S(=O)(=O)N(CC(=O)N2CCc3ccccc3C2)c2cccc(Cl)c2)cc1 | 23 | -22 | -6 | -1.3 | -7 | -1 | . | -4 | . | -0.7
Cc1ccc(SCCC(=O)N2CCOCC2)cc1 | 1 | 8 | 14 | -0.6 | -7 | 6 | 5 | 5 | 12 | 0.5
O=C(O)Cn1cnc2c(oc3ccccc32)c1=O | -3 | -28 | -5 | -0.4 | -4 | 0 | . | 1 | 7 | 1.4
CN1C(=O)N(CC(=O)Nc2cccc(S(=O)(=O)N(C)c3ccccc3)c2)C(=O)C12CCCCC2 | -5 | 16 | -11 | -2.9 | -3 | 0 | -2 | -9 | -6 | 0.6
CCCCN(CC)CCNC(=O)c1cn(CCOC)c(=O)c2c1c1ccccc1n2C | -1 | -3 | 21 | 0.4 | -7 | -2 | -2 | -2 | 4 | 0.7
